phage Ecoli inh: growth loss of phage-infected E. coli, primary screen, RecBCD inhibitor project, absorbance, with phage, HTS. inhibition, % at 11.9 µM. actives 0.26% (n = 360,000). AID 651602, 2012; in the data active means inhibition above about 11%
PfHsp90 yeast 2: growth inhibition of PfHsp90-expressing yeast, primary screen, antimalarial PfHsp90 inhibitor project, S. cerevisiae, BacTiter-Glo luminescence, single point, set 2 | actives 0.32% (n = 310,000) | AID 504621, 2011 | BacTiter-Glo ATP, 48 h; yeast lacking PDR1 and PDR3 efflux regulators | inhibition, % at 9.4 µM;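 active means every replicate shows inhibition above about 80%, whatever the replicate mean, limit read from the data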;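 further: 0% = DMSO neutral controls and 100% = 20 µM radicicol positive controls; yeast relying on Plasmodium falciparum Hsp90 in place of its own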
E coli growth: E. coli V3065 growth inhibition, primary screen, counter-screen for AddAB inhibitor project, absorbance, OD600. 18 h. inhibition, % at 11.9 µM. actives 0.27% (n = 330,000). AID 449728, 2010;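 active means inhibition above the campaign's mean inhibition across all tested compounds plus 3 SD, cut at about 9.9% in these data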;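 further: uninfected addAB+ strain grown without phage in ampicillin broth; 0% = DMSO wells and 100% = ciprofloxacin 0.95 µg/ml wells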
AddAB inh: growth inhibition of E. coli expressing H. pylori AddAB, primary screen, AddAB inhibitor project, absorbance. inhibition, % at 11.9 µM. actives 0.29% (n = 330,000); in the data active means inhibition above about 12%;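 further: 0% = vehicle wells of infected cells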
Wnt bcat act: Wnt/beta-catenin pathway activators, primary screen, cell-based, plate reader, single point; Wnt/beta-catenin reporter cell assay, activator; activation, % at 9.35 µM; actives 1.2% (n = 300,000); AID 743398, 2014; in the data active means activation above about 30%, passing the limit was not always enough;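 further: 0% = neutral control wells and 100% = positive control wells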
Tat export inh: E. coli Tat export inhibitors, primary screen, MC4100, TorA-mCherry reporter, fluorescence, single point | inhibition, % at 10 µM | actives 0.036% (n = 340,000);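 active means mean replicate inhibition at least 50% and at least half of replicates individually reaching 50%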;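 further: exported cargo escapes ClpAP degradation while cytoplasmic cargo is degraded and loses fluorescence; 0% = median of neutral control wells and 100% = median of NaSCN control wells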
CAL PDZ FP: CAL PDZ peptide-binding inhibitors, primary screen, biochemical, fluorescence polarization, Cer-tagged CAL PDZ, HTS. Golgi-associated PDZ and coiled-coil motif-containing protein (Homo sapiens), Q9HD26. purified CAL PDZ, TMR-peptide fluorescence polarization, 1 h. inhibition, % at 20 µM. actives 0.02% (n = 330,000). AID 504414, 2011;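 active means highest replicate inhibition of at least 40%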;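 further: plate controls were DMSO neutral control wells for no effect and unlabeled competitor peptide control wells for full effect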
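Assay system – tagged CAL PDZ protein CerCALP, purified · Timing – 1 h at RT · Compound – single point, 20 µM · Measured by – fluorescence polarization from S- and P-plane intensities, G-factor corrected · Evaluation – inhibition from polarization loss · Probe or stimulus – TMR reporter peptide T*-PRC34 · Buffer or medium – pH 7.4 phosphate-saline buffer, reducing agent, detergent, IgG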
PvdQ acylase: P. aeruginosa PvdQ acylase inhibitors, primary screen, biochemical, fluorescence, plate reader and imaging, single point; inhibition, % at 10 µM; actives 0.063% (n = 340,000); purified PvdQ acylase; PvdQ acylase [Pseudomonas aeruginosa LESB58]; in the data active means inhibition above about 30%, passing the limit was not always enough;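 further: 0% = vehicle neutral wells and 100% = reference inhibitor wells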
Rtt109 Vps75: inhibitors of C. albicans Rtt109/Vps75 HAT, primary screen, biochemical, ThioGlo CoA-SH fluorescence, plate reader; Histone acetyltransferase RTT109 (Candida albicans (strain SC5314 / ATCC MYA-2876)), …; purified Rtt109/Vps75, 4 h; inhibition, % at 34.9 µM; actives 0.16% (n = 330,000); AID 540336, 2011;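 active means inhibition of at least 50% in every replicate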
Target sequence (Q5AAJ8 whole entry, looked up): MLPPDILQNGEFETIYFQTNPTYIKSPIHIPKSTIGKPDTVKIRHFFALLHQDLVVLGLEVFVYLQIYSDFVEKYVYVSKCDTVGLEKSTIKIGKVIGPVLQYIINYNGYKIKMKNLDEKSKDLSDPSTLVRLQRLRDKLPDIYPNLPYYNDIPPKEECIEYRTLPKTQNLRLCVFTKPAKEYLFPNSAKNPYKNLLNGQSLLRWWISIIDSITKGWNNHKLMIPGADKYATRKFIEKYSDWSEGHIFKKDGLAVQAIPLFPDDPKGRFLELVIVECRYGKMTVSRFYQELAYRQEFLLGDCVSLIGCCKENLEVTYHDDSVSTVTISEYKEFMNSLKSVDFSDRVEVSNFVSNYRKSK
DAGLB inhibitor: DAGLB lipase inhibitors, primary screen, biochemical, fluorescence, HTS | HEK293T DAGLB membrane lysate, EnzChek fluorogenic substrate | inhibition, % at 5.17 µM | Diacylglycerol lipase-beta (Homo sapiens), Q8NCG7 | actives 0.059% (n = 340,000); in the data active means inhibition above about 34%;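 further: 0% = enzyme with vehicle and 100% = wells lacking enzyme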
Target sequence (Q8NCG7 whole entry, looked up): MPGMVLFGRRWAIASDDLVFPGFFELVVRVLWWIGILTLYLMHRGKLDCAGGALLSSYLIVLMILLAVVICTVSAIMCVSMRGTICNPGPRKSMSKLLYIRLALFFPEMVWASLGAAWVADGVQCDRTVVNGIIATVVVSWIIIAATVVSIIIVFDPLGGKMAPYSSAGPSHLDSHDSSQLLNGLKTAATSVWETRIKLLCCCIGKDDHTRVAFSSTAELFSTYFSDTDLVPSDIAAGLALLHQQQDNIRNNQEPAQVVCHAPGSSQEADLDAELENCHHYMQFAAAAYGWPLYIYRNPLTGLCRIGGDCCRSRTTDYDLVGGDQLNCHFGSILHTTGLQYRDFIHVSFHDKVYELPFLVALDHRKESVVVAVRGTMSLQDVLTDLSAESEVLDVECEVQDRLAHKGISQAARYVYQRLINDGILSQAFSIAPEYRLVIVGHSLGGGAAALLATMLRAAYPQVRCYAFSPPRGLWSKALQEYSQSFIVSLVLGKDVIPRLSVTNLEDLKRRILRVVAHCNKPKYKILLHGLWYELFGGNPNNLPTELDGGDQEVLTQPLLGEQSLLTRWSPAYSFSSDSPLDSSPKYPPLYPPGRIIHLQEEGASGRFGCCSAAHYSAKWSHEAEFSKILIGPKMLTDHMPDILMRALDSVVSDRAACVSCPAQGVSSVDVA
* = called active by the depositor; x = no result given.

item	SMILES	CAL PDZ FP	DAGLB inhibitor	AddAB inh	Tat export inh	Wnt bcat act	PfHsp90 yeast 2	PvdQ acylase	Rtt109 Vps75	phage Ecoli inh	E coli growth
1	COC(=O)c1sc(C(C)(C)C)cc1CS(=O)(=O)c1ccc(Cl)cc1	0.3	-8.3	0.1	12.0	2.6	-12.1	-10.0	-6.4	2.2	-0.5
2	O=S(=O)(c1ccc(N2CCN(S(=O)(=O)c3ccccc3)CC2)nc1)N1CCCC1	-0.1	-0.2	0.8	2.3	-0.8	x	12.2	6.6	2.1	-0.6
3	CCS(=O)(=O)c1ccc2oc(SCC(=O)NCc3ccccc3)nc2c1	-2.9	-2.0	1.7	25.2	1.4	-34.1	-8.8	2.3	2.3	-2.3
4	Cc1[nH]c2ccccc2c1C(=O)CN1C(=O)NC2(CCCCCC2)C1=O	-0.3	0.9	0.4	25.7	-3.7	x	-11.0	5.4	-0.8	-4.6
5	O=C(O)CN1C(=O)/C(=C\c2ccc(OC(=O)c3ccco3)cc2)SC1=S	-4.3	6.0	1.9	-2.2	33.5*	1.7	-8.2	-39.4	2.4	0.1
6	Cc1ccc2c(CN3CCN(S(=O)(=O)/C=C/c4ccccc4)CC3)cc(=O)oc2c1	-2.2	-4.8	1.4	1.6	x	-16.4	-3.7	-1.2	2.7	-1.3
7	CCn1ccc(C(=O)Nc2cccc(Cl)c2)n1	-4.4	-1.2	1.9	-1.1	x	13.1	1.5	x	2.7	1.1
8	CCCCn1c(N)c(N(CC)C(=O)c2ccc(C)cc2)c(=O)[nH]c1=O	-3.0	-1.1	4.3	0.6	-1.5	-5.1	2.4	2.2	2.1	1.1
9	COc1ccccc1C1CC(=O)Nc2c1c(=O)n(C)c(=O)n2C (stereo not drawn)	-0.4	0.5	-2.5	-2.1	-0.3	-22.9	-18.2	-16.6	2.5	-1.6
10	CN(CC(=O)Nc1ccc(S(=O)(=O)N2CCCC2)cc1)CC(=O)Nc1ccc(F)c(F)c1F	0.1	-1.6	1.7	4.9	-1.5	7.0	-7.8	6.7	0.7	2.1
11	O=C(c1ccc(Cl)cc1Cl)N1CCC(C(=O)N2CCOCC2)CC1	1.3	-2.1	-0.3	-0.8	1.8	6.7	-9.1	1.4	-1.0	2.0
12	COc1cccc(OCc2nnc(SCC(=O)NNC(=O)C3CCCCC3)n2C)c1	-2.1	2.3	5.0	-1.9	1.2	35.6	-16.4	-5.9	2.3	-0.3
13	COc1cc(C(c2c(C)[nH][nH]c2=O)c2c(C)[nH][nH]c2=O)ccc1OS(=O)(=O)c1ccccc1	-2.1	1.6	2.3	3.3	x	-9.6	-5.9	8.4	2.1	0.7
14	CCc1cc2c(=O)c(-c3nc(C)cs3)coc2cc1O	-1.6	0.7	0.6	-5.4	38.9*	-25.3	-10.0	-17.0	1.8	2.5
15	COc1ccccc1N1CCN(/N=C\c2cccnc2)CC1	-0.2	-2.8	2.2	-9.4	0.7	12.2	8.8	7.8	1.5	0.0

Three structures out of the list, ordered by molar mass, highest first.
item	SMILES	CAL PDZ FP	DAGLB inhibitor	AddAB inh	Tat export inh	Wnt bcat act	PfHsp90 yeast 2	PvdQ acylase	Rtt109 Vps75	phage Ecoli inh	E coli growth
6	Cc1ccc2c(CN3CCN(S(=O)(=O)/C=C/c4ccccc4)CC3)cc(=O)oc2c1	-2.2	-4.8	1.4	1.6	x	-16.4	-3.7	-1.2	2.7	-1.3
5	O=C(O)CN1C(=O)/C(=C\c2ccc(OC(=O)c3ccco3)cc2)SC1=S	-4.3	6.0	1.9	-2.2	33.5*	1.7	-8.2	-39.4	2.4	0.1
8	CCCCn1c(N)c(N(CC)C(=O)c2ccc(C)cc2)c(=O)[nH]c1=O	-3.0	-1.1	4.3	0.6	-1.5	-5.1	2.4	2.2	2.1	1.1

Next entries follow.
item	SMILES	CAL PDZ FP	DAGLB inhibitor	AddAB inh	Tat export inh	Wnt bcat act	PfHsp90 yeast 2	PvdQ acylase	Rtt109 Vps75	phage Ecoli inh	E coli growth
16	CCOC(=O)CC(NC(=O)Cc1ccc(F)cc1)c1ccccc1Cl (stereo not drawn)	0.1	0.7	3.2	-2.8	0.0	21.3	3.2	-0.2	1.2	3.0
17	CNC(=S)/N=C(\Nc1ccc(C)cc1)c1ccccc1	x	x	1.6	x	1.4	x	x	x	1.8	1.0
18	COc1ccc(C[C@H]2CN3C(=NC[C@@H]3Cc3ccc(O)cc3)N2C[C@H](C)NC(=O)CCC2CCCCC2)cc1	-1.9	0.4	3.1	10.4	-5.8	x	-9.6	2.2	1.8	-0.6
19	COCCS(=O)(=O)N(Cc1ccc(Br)cc1)[C@@H](C)C(=O)OC	-1.1	-1.2	1.2	13.7	-2.5	2.2	-12.1	-3.3	2.5	1.6
20	COc1ccc(S(=O)(=O)N2CCCC(C(=O)NCc3cccnc3)C2)cc1OC (stereo not drawn)	-1.3	-5.0	-1.2	-2.0	1.2	8.8	-0.4	-0.1	-0.7	-0.7
21	Cc1cc(C)cc(N2C(=O)CC(Sc3ncn[nH]3)C2=O)c1 (stereo not drawn)	0.3	-1.8	4.0	2.1	-1.8	-25.9	-31.6	-3.6	3.5	1.0
22	Cc1ccc(-c2nc(CN(C)C3CCOC3)c(C)o2)s1 (stereo not drawn)	-0.9	-2.9	0.3	7.6	2.6	14.0	-3.3	-2.1	2.7	1.5
23	COc1ccc(CCC(C)NC(=O)CCc2ccccc2)c(OC)c1 (stereo not drawn)	-0.4	-5.8	1.1	-4.7	2.9	6.6	1.6	11.6	0.9	0.8
24	CN=C1c2cc3cc(OC)ccc3n2CCN1C	0.1	3.2	3.1	21.0	0.7	-8.6	0.6	4.4	3.7	2.7
25	COc1ccc(/C(N)=N/OC(=O)CN(C)S(=O)(=O)c2ccc(C)cc2)cc1	-0.1	-5.3	x	-6.9	-1.7	-5.0	5.8	1.4	2.6	x
26	Cc1nc(-c2ccncc2)nc(NCCNc2ccc(C(F)(F)F)cn2)c1Cl	-0.6	-2.9	1.4	1.3	0.4	-0.5	-6.1	0.1	0.7	1.1
27	CCOc1ccccc1OCC(=O)OCC(=O)c1c(N)n(CC(C)C)c(=O)n(C)c1=O	-1.9	-0.1	-3.4	-0.8	1.3	8.7	-14.1	11.6	-1.6	1.1
28	COc1ccc(NC(=O)N(C)C[C@H]2Oc3ccc(NC(=O)C4CC4)cc3C(=O)N([C@H](C)CO)C[C@@H]2C)cc1	1.6	-4.6	0.8	-7.5	-2.0	15.4	3.8	3.1	3.4	1.6
29	Nc1c(Cl)cnc(C(Cl)(Cl)Cl)c1Cl	-16.1	-3.7	-0.5	1.4	-0.9	-29.9	-3.1	-1.4	4.2	1.0
30	COc1ccc(C(=O)c2ccc(OC)c(OC)c2)cc1OC	-0.9	-1.4	0.1	-10.2	-5.1	-2.2	-11.1	4.6	1.9	3.7
31	Cc1nc(N2CCCCC2C)c2c(C)c(C(=O)Nc3cccc(C(F)(F)F)c3)sc2n1 (stereo not drawn)	-1.9	-1.5	-0.8	4.3	-4.9	-4.9	1.8	-0.1	4.4	-1.1
32	Cc1ccccc1NC(=O)C(=O)c1cn(C)c2ccccc12	-0.9	-6.6	-1.0	-6.3	1.7	x	6.4	6.9	-0.3	2.6
33	CCCc1nc(NCc2ccccn2)c2nnn(Cc3ccccc3F)c2n1	-1.6	-1.5	-0.8	-6.8	x	-22.0	5.6	-4.4	0.9	1.6
34	Cn1c(=O)c2c(SCC(N)=O)nc(CC(C)(C)C)nc2n(C)c1=O	-5.1	-3.4	-1.0	-0.6	2.2	-5.5	-13.7	-9.3	2.9	-1.1
35	CC(CN1CCCCC1)OC(=O)c1cccc(F)c1 (stereo not drawn)	-0.4	-2.0	-0.5	-4.3	2.3	-4.4	3.4	-5.2	4.1	0.5
36	Cc1ccccc1Cn1c(=O)[nH]c2ccccc21	-0.7	3.9	0.6	0.7	-0.3	-13.4	-4.9	-5.2	0.7	0.2
37	CN(C(=O)CN1C(=O)/C(=C/c2ccc(Cl)cc2)SC1=S)C1CCS(=O)(=O)C1 (stereo not drawn)	-0.3	-0.8	2.6	-6.6	0.2	-22.8	-13.0	-24.5	0.5	-0.3
38	CCn1cc(C(=O)Nc2ccc(OC)c(S(=O)(=O)N3CCCCC3)c2)c(=O)c2ccc(C)nc21	-0.3	-1.0	2.2	-7.2	-4.3	-1.7	5.3	7.4	1.6	0.6
39	Cc1ccc(S(=O)(=O)c2c(C)cc(-c3ccccc3)[nH]c2=O)cc1	x	3.9	5.0	11.2	1.2	x	-9.5	-17.5	2.2	1.1
40	O=S(=O)(c1cccc(-c2csc(-c3cccnc3)n2)c1)N1CCCCC1	-3.4	-2.7	-1.0	12.7	x	2.7	-12.4	16.2	-0.6	-0.8
41	C/C(CC(=O)Nc1cccc(C(F)(F)F)c1)=N/NC(=O)C(=O)NCCO	x	x	1.4	x	-0.3	x	x	x	4.2	-1.9
42	CC(C)Cn1c(=O)[nH]c2ccccc21	-0.6	-0.3	2.4	-3.3	1.9	11.1	-6.2	-10.4	2.7	-0.4
43	Cc1nnsc1C(=O)Nc1cc(Cl)ccc1Cl	-1.6	-5.5	0.0	6.7	42.0*	x	-10.0	x	3.4	0.6
44	S=c1[nH]nc(-c2ccccc2Cl)n1Cc1ccccc1	0.0	5.1	-0.9	-0.2	-9.4	-20.0	-14.8	4.4	3.9	1.5
45	COc1ccc(CNCC(=O)Nc2sccc2C#N)cc1	x	x	0.9	x	1.9	x	x	x	1.7	-2.6
46	O=C1COc2ccc(C(=O)COC(=O)c3ccc4ccccc4n3)cc2N1	-1.5	0.0	2.4	-1.7	x	-12.4	-4.4	-0.5	1.2	2.0
47	COc1ccc(-c2nn(-c3ccccc3)cc2C(=O)O)cc1N	-0.7	-0.4	1.0	-1.6	-0.7	4.6	11.3	20.5	2.0	2.5
48	Cc1c2c(nc3c(C)cccc13)OC(C)C2 (stereo not drawn)	-1.5	-2.7	2.1	13.1	2.0	-17.9	-11.4	0.7	0.3	0.6

Values by screen from above:
Nos. 37–48 in Rtt109 Vps75: -24.5, 7.4, -17.5, 16.2, x, -10.4, x, 4.4, x, -0.5, 20.5, 0.7
